# Screening results as filed in PubChem.
# HTRA1 inh = inhibitors of human serine peptidase HTRA1. Q92743. recombinant HTRA1, FP-rhodamine activity-based probe, fluorescence polarization. inhibition, % at 5.96 µM. 340,000 tested, 0.5% active. AID 504803; in the data active = inhibition above about 36%;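 also: 0% = enzyme with DMSO and 100% = wells lacking enzyme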
# Target sequence (Q92743 whole entry, looked up): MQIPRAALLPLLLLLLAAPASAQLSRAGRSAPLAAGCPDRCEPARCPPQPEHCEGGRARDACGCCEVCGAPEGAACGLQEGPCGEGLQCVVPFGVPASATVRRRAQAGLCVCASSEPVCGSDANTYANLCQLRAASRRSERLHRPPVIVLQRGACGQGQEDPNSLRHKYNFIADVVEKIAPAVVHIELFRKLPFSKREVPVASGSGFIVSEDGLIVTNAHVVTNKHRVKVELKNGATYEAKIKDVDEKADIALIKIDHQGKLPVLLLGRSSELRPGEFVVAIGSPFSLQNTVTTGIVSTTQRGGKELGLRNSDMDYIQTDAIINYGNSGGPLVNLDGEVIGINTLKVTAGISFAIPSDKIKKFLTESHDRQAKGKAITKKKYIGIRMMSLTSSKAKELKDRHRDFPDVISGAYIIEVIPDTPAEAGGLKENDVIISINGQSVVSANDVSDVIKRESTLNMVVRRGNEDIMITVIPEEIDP
# TDP2 absorb = blocks human TDP2 phosphodiesterase activity | O95551 | recombinant TDP2, T5PNP hydrolysis, p-nitrophenol absorbance 415 nm | inhibition, % at 12.8 µM | 370,000 tested, 0.34% active | AID 720702;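 active = inhibition above the mean of all tested compounds plus 3 SD, set per campaign, cut at about 25% in these data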;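 also: 0% = DMSO with enzyme and 100% = buffer with substrate but no TDP2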
#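 Assay system: Recombinant human TDP2 | Quantity: 120 nM TDP2 per well | Incubation: 2 h at 37 °C | Signal: Epi absorbance | Evaluation: Percent inhibition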
# MBD2 inh = inhibitors of human MBD2 binding to methylated oligonucleotide; inhibition, % at 4.4 µM; TR-FRET; AID 686964; 370,000 tested, 0.31% active; Q9UBB5; in the data active = inhibition above about 13%
# SIAE inh = human SIAE inhibition, primary screen; Q9HAT2; SIAE FP-Rh probe binding, fluorescence polarization; inhibition, % at 9.66 µM; 370,000 tested, 0.69% active;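 active = inhibition above a cutoff: mean of compounds within the control limits plus 3 SD of those, cut at about 17% in these data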;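 also: 0% = plate median of compound wells and 100% = probe without SIAE protein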
# rCAG RNA binder = molecules binding r(CAG) RNA repeats. r(CAG) RNA repeat, TO-PRO-1 dye displacement fluorescence. inhibition, % at 3 µM. 370,000 tested, 1.3% active;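 active = inhibition above the plate cutoff, the mean of all test compounds on that plate plus 3 SD, cut at about 35% in these data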;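 also: 0% = DMSO alone and 100% = 100 µM mitoxantrone as full dye displacement; higher means more dye released from RNA so lower well fluorescence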
# mABHD4 FP = inhibits mouse alpha/beta hydrolase domain 4 | Q8VD66 | purified mABHD4, FP-Rh probe fluorescence polarization | inhibition, % at 8.92 µM | 370,000 tested, 0.54% active | AID 720543;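 active = inhibition exceeding the mean over every tested compound plus 3 SD, cut at about 30% in these data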;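 also: 0% = plate median of compound wells and 100% = S159A mutant with DMSO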
#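 Test system: mABHD4 protein; Read-out basis: % inhibition; Incubation: 45 min + 60 min at 25 °C; Repeats: single replicate; Technique: fluorescence polarization with parallel and perpendicular emission, 525/598 nm; Compound: 8.92 µM, single dose; Benchmarks: full inhibition S159A mutant plus DMSO, zero as sample-well median.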
# LEDGF integ inh = blocks HIV-1 LEDGF/p75-dependent DNA integration; TR-FRET IN-LEDGF/p75 DNA integration, Eu/Cy5; inhibition, % at 3.7 µM; 370,000 tested, 0.64% active;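 active = inhibition above the screen-wide mean plus 3 SD, cut at about 13% in these data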;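 also: signal is the Cy5 over europium emission ratio at 671 and 618 nm; 0% = plate median of compound wells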
# GC-B act = GC-B (human) receptor activation. HEK293-GC-B cells, CNP EC30, cGMP TR-FRET; 0% at EC30 CNP, 100% saturating CNP. activation, % at 10 µM. 370,000 tested, 0.11% active;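 active = activation at 10 µM reaching about 35% in either raw or pattern-adjusted values, limit read from the data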
# PRMT1 inh = PRMT1 (human) inhibition, primary screen; inhibition, % at 2.79 µM; recombinant PRMT1, activity-based probe fluorescence polarization; 370,000 tested, 1.3% active; AID 652257; Q99873;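 active = inhibition above about 21% made by adding two undisclosed values, limit read from the data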
# Target sequence (Q99873 whole entry, looked up): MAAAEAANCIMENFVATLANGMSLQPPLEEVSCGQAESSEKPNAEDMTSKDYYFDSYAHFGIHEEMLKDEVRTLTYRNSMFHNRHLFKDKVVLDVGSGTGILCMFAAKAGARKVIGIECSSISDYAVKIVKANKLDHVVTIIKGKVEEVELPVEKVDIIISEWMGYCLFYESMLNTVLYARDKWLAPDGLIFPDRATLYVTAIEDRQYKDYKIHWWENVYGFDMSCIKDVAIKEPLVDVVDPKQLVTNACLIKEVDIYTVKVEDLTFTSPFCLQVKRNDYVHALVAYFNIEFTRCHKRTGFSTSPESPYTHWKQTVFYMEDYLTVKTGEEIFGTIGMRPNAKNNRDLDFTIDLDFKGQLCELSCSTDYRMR
# TCR-CD3 inh = inhibitors of human TCR-CD3 interaction; inhibition, % at 9.4 µM; TAMRA-labeled TCR probe fluorescence, biochemical; 360,000 tested, 0.37% active; AID 651800; in the data active = inhibition above about 19%;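 also: recombinant mutant TCR 2C K166C tagged with TAMRA read by polarization; 0% = receptor in buffer alone and 100% = receptor with positive control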
# The depositor's hits bear a star; x = not tested or not shown. Some of the compounds tested. The share of hits here may be higher or lower than overall.
compound | rCAG RNA binder | TCR-CD3 inh | SIAE inh | GC-B act | MBD2 inh | mABHD4 FP | PRMT1 inh | LEDGF integ inh | TDP2 absorb | HTRA1 inh
Cc1ccc(S(=O)(=O)NC(=O)c2cc(C)n(CCCn3ccnc3)c2C)cc1 | 9 | -7 | 7 | -4 | 5 | -1 | 3 | -1 | -1 | 0
CO[C@@H]1CN(C)C(=O)c2ccc(NC(=O)c3ccccc3F)cc2OC[C@@H](C)N(CC2CCOCC2)C[C@@H]1C | 2 | -13 | -3 | -3 | -4 | -5 | -3 | 3 | -18 | x
CCc1cccc(NC(=O)CN2C(=O)NC3(CCCCCCC3)C2=O)c1 | 0 | -3 | 15 | 6 | 0 | -5 | 0 | 1 | 11 | -13
Cc1ccc(-n2c(SCC(=O)Nc3ccccc3-c3ccccc3)nnc2-c2cccs2)cc1 | 5 | x | -9 | -8 | 1 | -13 | -3 | 8 | -10 | x
CN(C(=O)c1cn2ccccc2n1)c1c(N)n(Cc2ccccc2)c(=O)[nH]c1=O | -2 | -6 | -6 | 1 | 1 | -4 | -1 | 0 | -13 | 1
Cc1cc(NC(=O)CCC(=O)N(CC(=O)NCC2CCCO2)c2cccc(F)c2)no1 (centres undefined) | -1 | -5 | -1 | 3 | -6 | -1 | 4 | 41* | -8 | -4
Nc1[nH]c(C(=O)c2ccccc2)c(-c2ccccc2C(F)(F)F)c1C(=O)c1cccs1 | 10 | -1 | 3 | -6 | 4 | -49 | -1 | -1 | 3 | x
CCOC(=O)C1CCN(S(=O)(=O)c2ccc(OCC)cc2)CC1 | -2 | 2 | -2 | 3 | 1 | 3 | 0 | 2 | 2 | 2
NCCCC[C@@H]1NC(=O)c2cc([N+](=O)[O-])cc(F)c2NCCCC[C@@H](C(N)=O)NC(=O)CNC1=O | 5 | 8 | 2 | 3 | 0 | 4 | -2 | 1 | 9 | -3
COc1ccc(C2CCCN2C(=S)Nc2ccc(C)cc2C)cc1OC (centres undefined) | -3 | 1 | 7 | -4 | 3 | -2 | -3 | 3 | 11 | 1
Cc1ccc(S(=O)(=O)NCC(=O)OCC(=O)NC(=O)c2cccn2C)cc1 | 6 | 5 | 3 | x | -3 | 2 | -1 | 0 | -2 | 4
COc1ccccc1-c1ccc(SCc2cccc(F)c2)nn1 | -8 | 6 | -5 | -7 | -6 | 2 | -1 | -5 | -5 | -21
CCOc1ccccc1NC(=O)NCc1ccco1 | -1 | -4 | -7 | 4 | -6 | 1 | 0 | -2 | 12 | 8
COc1cccc(-c2c(C(=O)N/N=C(\C)c3cccs3)nnn2-c2nonc2N)c1 | 5 | -2 | 5 | 4 | -5 | -11 | -3 | 5 | -5 | -1
C=CCN1[C@H](Cc2ccccc2)COc2cccc(N3CCSCC3)c2S1(=O)=O | 2 | x | -3 | 4 | 0 | -4 | 2 | 3 | 4 | x
Cc1cc(C)c(Cn2ncn(-c3ccc(Br)cc3)c2=O)c(C)c1 | -2 | -4 | -5 | 2 | 1 | -4 | 6 | -5 | -14 | -4
COc1ccc(N(CC(=O)Nc2cccc(C)c2)S(=O)(=O)c2c(C)n[nH]c2C)cc1 | 4 | 7 | -5 | -8 | 3 | -3 | 0 | -2 | -1 | -16
CC(C)C(NC(=O)c1ccccc1F)C(=O)NCc1ccc(S(=O)(=O)N2CCOCC2)cc1 (centres undefined) | 2 | 5 | 5 | 2 | -3 | -5 | -1 | -2 | -2 | 2
Cn1c(Oc2ccccc2)c(C=O)c2ccccc21 | 1 | 1 | -3 | 2 | 5 | -1 | -1 | 6 | 10 | -12
O=[N+]([O-])c1ccc(C(O)CN2CCN(C/C=C/c3ccccc3)CC2)cc1 (centres undefined) | -7 | 6 | 4 | 1 | 0 | 2 | -5 | 4 | 3 | 5
CC(NS(=O)(=O)c1ccc(OCC(=O)NCc2ccncc2)cc1)c1ccccc1 (centres undefined) | 3 | 0 | -4 | -1 | -3 | 3 | 0 | 1 | 3 | 0
S=C(NCc1ccccc1)NCc1cccc(CNC(=S)NCc2ccccc2)c1 | 6 | 13 | -24 | -3 | 2 | 3 | -2 | 44* | -7 | -26
O=C(COC(=O)CC1CCS(=O)(=O)C1)Nc1ccc(F)cc1 (centres undefined) | 0 | -9 | -1 | -2 | -1 | 0 | 1 | 2 | -4 | 11
N#Cc1ccccc1OCc1cccc(S(=O)(=O)N2CCOCC2)c1 | 1 | 9 | -2 | -1 | 1 | -2 | -1 | 1 | 3 | -1
CN(C(=O)c1ccccc1OC1CCN(S(C)(=O)=O)CC1)C1CCOC1 (centres undefined) | -2 | -3 | -3 | 9 | 3 | -4 | -5 | 2 | 8 | 8
O=C(Cn1cnc2ccccc2c1=O)Nc1cccc(S(=O)(=O)N2CCCCC2)c1 | 6 | 4 | -1 | 6 | 1 | -9 | -1 | 3 | 3 | -3
COCC(=O)Nc1nc(-c2ccc(-c3ccccc3)cc2)cs1 | 13 | 2 | -7 | -1 | -2 | 1 | 0 | -1 | 4 | -10
O=C(NC1CCCCC1)C1c2ccccc2OCC(=O)N1Cc1ccc2c(c1)OCO2 (centres undefined) | 4 | 3 | 3 | -7 | 3 | 1 | 2 | 1 | 2 | x
CCN(CC)S(=O)(=O)c1ccc(N2CCCC2)c(NS(=O)(=O)c2ccc(F)cc2)c1 | 6 | 2 | 5 | -3 | 0 | 4 | -2 | 3 | 7 | -8
O=C(O)c1c2c(nc3ccccc13)/C(=C/c1ccc(O)cc1)CCC2 | 4 | -3 | 2 | 2 | -2 | 14 | 2 | -3 | 0 | -4
Cc1cccc(CN2[C@H](COC(=O)Nc3ccccc3)C=CS2(=O)=O)c1 | 1 | -1 | -1 | -6 | -4 | 4 | 0 | 1 | 3 | x
Cc1nn(-c2ccccc2)c2c1C(=O)N(Cc1ccccc1)C(=O)C(C)(C)C2 | -8 | 4 | -6 | 3 | 0 | -6 | -1 | -2 | -14 | -16
CCc1cc2c(=O)[nH]c(COC)nc2s1 | -3 | -4 | 0 | -4 | 7 | -8 | 1 | -5 | -6 | 4
O=C(COc1ccc2ccccc2c1)N1CCN(C(=O)c2ccc([N+](=O)[O-])cc2)CC1 | -5 | 8 | -1 | -8 | -4 | -7 | -4 | 0 | -6 | 2
COc1cc(/C=N/NC(N)=S)ccc1OCC(=O)Nc1ccc(C)c(C)c1 | 4 | 7 | -3 | -3 | -3 | -6 | 7 | 0 | -1 | 1
COc1ccc(C)cc1NC(=O)CNC(c1ccccc1)c1ccc(C)cc1 (centres undefined) | 3 | -11 | -8 | 1 | -3 | -1 | 1 | -3 | 4 | -49
COc1ccc(/C=N/NC(=O)c2ccn[nH]2)cc1COc1ccc(Cl)cc1 | 17 | -1 | -47 | -4 | 9 | -95 | 5 | -2 | -8 | -60
CCOC(=O)c1c(NC(=O)c2nn(CC)cc2Br)c(C#N)cn1-c1ccccc1 | 0 | 7 | 1 | -5 | -1 | -2 | -3 | 3 | -6 | -1
O=C1C2C3c4ccccc4C(c4ccccc43)C2C(=O)N1c1cccc2cccnc12 (centres undefined) | -2 | 5 | -3 | -4 | -2 | 1 | -2 | 0 | -4 | -3
COc1ccc(S(=O)(=O)N2CCC(C(=O)NCC3CCCCC3)CC2)cc1 | -5 | 5 | -5 | 4 | 1 | -3 | 2 | -4 | -4 | -8

# Look-ups from the entries so far.
# COc1ccc(/C=N/NC(=O)c2ccn[nH]2)cc1COc1ccc(Cl)cc1 – rCAG RNA binder = 17
# O=C(O)c1c2c(nc3ccccc13)/C(=C/c1ccc(O)cc1)CCC2 – PRMT1 inh = 2
# O=C(NC1CCCCC1)C1c2ccccc2OCC(=O)N1Cc1ccc2c(c1)OCO2 (centres undefined) – TCR-CD3 inh = 3

# Later entries
compound | rCAG RNA binder | TCR-CD3 inh | SIAE inh | GC-B act | MBD2 inh | mABHD4 FP | PRMT1 inh | LEDGF integ inh | TDP2 absorb | HTRA1 inh
COc1ccc(CCNC(=O)CCCCC(=O)NCCc2ccc(OC)cc2)cc1 | -3 | -7 | -4 | 2 | -1 | 1 | -1 | 0 | -13 | 0
COc1ccc(C2=NOC(C(=O)Nc3c(C)n(C)n(-c4ccccc4)c3=O)C2)cc1 (centres undefined) | -1 | -3 | -6 | 2 | 4 | -8 | 4 | -5 | -7 | -1
CCC(=O)N/N=C(\C)CC(=O)Nc1cc(Cl)ccc1C | 4 | 2 | -4 | 2 | 3 | -8 | -4 | 2 | 12 | 0
CCCCOC(=O)Nc1nc2ccc(OC)cc2s1 | 3 | -5 | 0 | 3 | 2 | -7 | 1 | 4 | 0 | -4
O=C(NC(C(=O)c1ccccc1)N1CCCCC1)c1ccccc1 (centres undefined) | -1 | 7 | 2 | 3 | -1 | 5 | -3 | 0 | 5 | -5
O=C(O)COc1ccc(Cl)cc1C1CCCCC1 | 8 | 2 | -6 | 0 | -2 | 1 | 0 | 4 | 2 | 0
CCN1CCN(C(=O)CCCCCn2c(=O)[nH]c3cc(C(=O)OC)ccc3c2=O)CC1 | -10 | 3 | -1 | 0 | 4 | -1 | -2 | 0 | 2 | 0
CC1=C[C@H]2Cc3cc(C)cc(C)c3S(=O)(=O)[C@@H]2C=C1 | 3 | -1 | -1 | -2 | 0 | 17 | 2 | -1 | 7 | -5
CN(c1ccccc1)S(=O)(=O)c1ccc(Cl)c(C(=O)OCC(N)=O)c1 | -2 | -7 | 12 | 0 | 2 | 4 | -3 | 0 | 8 | -4
CCn1c(O)c(N=NC(=O)C2C(=O)NCC2c2ccccc2)c2ccccc21 (centres undefined) | 0 | 7 | 1 | 2 | -6 | -5 | -2 | -1 | 6 | 5
CC(C)OC(=O)CN1CCN(S(=O)(=O)c2cc(Cl)ccc2Cl)CC1 | -4 | 6 | -1 | -1 | -4 | 2 | -1 | -2 | -8 | 9
O=C(NCc1ccccc1Cl)C1CCN(S(=O)(=O)N2CCC3(CC2)OCCO3)CC1 | -5 | 9 | -3 | 1 | -3 | 1 | -1 | 0 | 9 | -6
Cc1csc(SCC(=O)Nc2nncs2)n1 | 3 | 6 | -2 | 3 | 0 | 3 | -6 | -1 | 4 | 0
O=C(N/N=C/c1c[nH]c2ccc(Br)cc12)c1ccn(Cc2ccc(Cl)cc2)n1 | 10 | -3 | -19 | -9 | 6 | 8 | -1 | 3 | -1 | -26
O=C(c1cc2c(s1)-c1ccccc1OC2)N1CCN(c2ccccc2)CC1 | 10 | 7 | -1 | 0 | -1 | 1 | 1 | 3 | 1 | -17

# Record cards, from the list above.
# `Cc1cc(NC(=O)CCC(=O)N(CC(=O)NCC2CCCO2)c2cccc(F)c2)no1` (centres undefined) as listed: rCAG RNA binder = -1; TCR-CD3 inh = -5; SIAE inh = -1; GC-B act = 3; MBD2 inh = -6; mABHD4 FP = -1; PRMT1 inh = 4; LEDGF integ inh = 41*; TDP2 absorb = -8; HTRA1 inh = -4
# `O=C(NCc1ccccc1Cl)C1CCN(S(=O)(=O)N2CCC3(CC2)OCCO3)CC1` as listed: rCAG RNA binder = -5; TCR-CD3 inh = 9; SIAE inh = -3; GC-B act = 1; MBD2 inh = -3; mABHD4 FP = 1; PRMT1 inh = -1; LEDGF integ inh = 0; TDP2 absorb = 9; HTRA1 inh = -6
# `NCCCC[C@@H]1NC(=O)c2cc([N+](=O)[O-])cc(F)c2NCCCC[C@@H](C(N)=O)NC(=O)CNC1=O` as listed: rCAG RNA binder = 5; TCR-CD3 inh = 8; SIAE inh = 2; GC-B act = 3; MBD2 inh = 0; mABHD4 FP = 4; PRMT1 inh = -2; LEDGF integ inh = 1; TDP2 absorb = 9; HTRA1 inh = -3
